# Nrf2 activator – qHTS of Nrf2 Activators; actives 0.31% (n = 410,000); AREc32 ARE-luciferase reporter (MCF7-derived line), luminescence, 24 h; Potency, µM (titrated, usually from 46.1 µM), without a hit: at the highest dose activation, hits mostly activators; also: potency is read from the fitted curve at half-maximal effect; % of control where 0% means no effect; nearly all actives have a fitted effect of over 65% in size
#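 AREc32_Fluc, 1000 cells/well, OPTI-MEM + 5% FBS, o/n 37 deg C 5% CO2; 23 nL cpd by pin tool, 24 hr; Steady-Glo 30 min RT, luminescence.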
# CCT chaperon mod – High-Throughput Screening for Modulators of Cytosolic Chaperonin Activity; actives 0.3% (n = 360,000); activity change, % (no concentration beside the values), hits read low; purified chaperonin ATPase assay, HTRF ADP detection, 30 min; in the data active = activity change below about -30%; also: % is scaled to controls: 0 for no effect and ±100 for the full control effect
#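 We incubate TRiC, 40 or 20 nM final, with library compounds at 76 uM and 10 uM ATP for 30 min at 37 °C. ADP formed is detected with Transcreener HTRF reagents after 30 min at room temperature.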
# A549 viability – Nrf2 qHTS screen for inhibitors: counterscreen for cytotoxicity; A549 ARE-Fluc cells, CellTiter-Fluor viability, 18-24 h; Potency, µM (highest dose often 46 µM), without a hit: at the top dose activity change, negative = cytotoxicity, hits mostly inhibitors; actives 0.16% (n = 390,000); AID 504648, 2011; also: potency is read from the fitted curve at half-maximal effect; % is scaled to controls: 0 for no effect and ±100 for the full control effect
#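 Cytotoxicity counterscreen: CellTiter-Fluor fluorescence was measured in A549 ARE_Fluc cells after 18-24 h of compound exposure in a concentration series. The subsequent BugLite luminescent read reports ARE-luciferase activity.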
# pAkt inh – HTS Assay for Inhibitors of Akt Phophorylation: Primary Screen. Neuro2A IGF-stimulated pAkt S473 HTRF, 20 min; active compounds read low. activity change, % for hits at 50 µM. actives 0.32% (n = 360,000); in the data active = activity change below about -80%; inconclusive = mostly about -51% to -80%; also: % is scaled to controls: 0 for no effect and ±100 for the full control effect
#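 Neuro2A cells (4,500/well, DMEM with 0.5% FBS) were treated with compound at a single 50 µM final concentration, stimulated with 6 nM IGF for 20 min at 37 °C, and lysed. Phospho-Akt Ser473 was read by HTRF as 665/615 ratio ×10^4.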
# S2 tox – Viability Counterscreen for Primary qHTS for Inhibitors of ATXN expression; S2 cells (HEK-293 line with an ATXN2-luciferase reporter) viability, CellTiter-Fluor protease fluorescence, 24 h; Potency, µM (highest dose often 56.7 µM), actives largely listed as cytotoxic; actives 0.49% (n = 400,000); AID 651635, 2014; also: potency is read from the fitted curve at half-maximal effect; nearly all actives have a fitted effect of over 40% in size
# HepG2 tox – qHTS for Inhibitors of TGF-b: Cytotox Counterscreen | HepG2 CAGA-GFP viability, ATP luminescence, 18 h | Potency, µM (doses to about 46.1 µM), inactives show at the top dose activity change, negative = cytotoxicity, usual class: cytotoxic | actives 0.76% (n = 410,000) | AID 588856, 2011; also: potency is read from the fitted curve at half-maximal effect; some results filed as inactive show a strong effect at the top dose
#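 HepG2 CAGA-GFP cells (1000/well, DMEM with 1% FBS) received compound, then TGF-beta at 500 pg/mL final, and were incubated 18 hours at 37 degrees C. Viability was read by CellTiter-Glo luminescence. Media-only wells were set as complete cell-killing and DMSO as no toxicity.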
# TGFb SMAD3 inh – qHTS for Inhibitors of TGF-b | HepG2 CAGA-GFP TGF-b/SMAD3 reporter, GFP fluorescence, 18 h; TGF-beta stimulated, 500 pg/mL final | Potency, µM (titrated, usually from 46.1 µM), for the others: at the highest dose activity, negative = inhibition, usual class: inhibitors | actives 1.2% (n = 410,000) | AID 588855, 2011; also: potency is read from the fitted curve at half-maximal effect; % is scaled to controls: 0 for no effect and ±100 for the full control effect; nearly all actives have a fitted effect of over 65% in size
#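 Inhibition was scored as loss of TGF-beta-induced (500 pg/mL final, 18 hours, 37 degrees C) GFP in HEPG2 cells carrying a CAGA-GFP reporter, in DMEM with 1% FBS. Well GFP was summed per cell; Activity was normalised to unstimulated and stimulated DMSO wells, then concentration-response fitting.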
# MmCpn inh – Inhibitors of TCP-1 ring complex (TRiC) of Methanococcus maripaludis (MmCpn): qHTS | Chaperonin Mm-Cpn (Methanococcus maripaludis) | purified Mm-Cpn ATPase, ADP Transcreener TR-FRET | Potency, µM (highest dose often 76.9 µM), for the others: top-dose activity, negative = inhibition, most hits filed as inhibitors | actives 0.031% (n = 330,000) | AID 504842, 2011; also: potency is read from the fitted curve at half-maximal effect; % is scaled to controls: 0 for no effect and ±100 for the full control effect; nearly all actives have a fitted effect of over 80% in size
#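 ATP (10 uM final) was added to archaeal chaperonin (25 nM final) after 10 min exposure to test compound at 37°C; after 30 min further incubation, ADP was detected by competitive TR-FRET.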
# Nrf2 inh – Nrf2 qHTS screen for inhibitors | A549 ARE-Fluc reporter, luciferase luminescence, 18-24 h | Potency, µM (highest dose often 46 µM), for the others: top-dose activity change, negative = inhibition, actives largely listed as inhibitors | actives 2.1% (n = 360,000); also: potency is read from the fitted curve at half-maximal effect; % is scaled to controls: 0 for no effect and ±100 for the full control effect; nearly all actives have a fitted effect of over 60% in size
#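 Quantitative HTS in A549 cells stably bearing an antioxidant response element-firefly luciferase construct. Inhibition of Nrf2-driven transcription was scored by luminescence after 18-24 h of compound exposure at 37 °C.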
# An asterisk follows results filed as active; i = inactive; ? = inconclusive; . = no result given; & = joins results of further samples. Unless noted, calls follow the shape of the dose curve; as a rule, active = well fitted curve in the direction sought with a large enough effect; inconclusive = small, poorly fitted or top-dose-only effect, or another doubt; inactive = no such curve, though single readings can be large; an effect the other way counts as inactive or inconclusive.
# Start of the listing, in advance, 2 compounds:
SMILES,Nrf2 activator,CCT chaperon mod,A549 viability,pAkt inh,S2 tox,HepG2 tox,TGFb SMAD3 inh,MmCpn inh,Nrf2 inh
C=CCn1c(SCC(=O)NC2CCCC2)nc2scc(-c3ccco3)c2c1=O,8.2%,1.0,0%,i,i,-21%,-7%,-4%,-5%
Cc1noc(/C=C/N(C)C)c1S(=O)(=O)N1CCc2ccccc21,6.3%,0.3,3%,i,?,-22%,-19%,-5%,-3%

# The listing, previewed entries included:
SMILES,Nrf2 activator,CCT chaperon mod,A549 viability,pAkt inh,S2 tox,HepG2 tox,TGFb SMAD3 inh,MmCpn inh,Nrf2 inh
C=CCn1c(SCC(=O)NC2CCCC2)nc2scc(-c3ccco3)c2c1=O,8.2%,1.0,0%,i,i,-21%,-7%,-4%,-5%
Cc1noc(/C=C/N(C)C)c1S(=O)(=O)N1CCc2ccccc21,6.3%,0.3,3%,i,?,-22%,-19%,-5%,-3%
N#Cc1nc(/C=C/c2ccc(F)cc2)oc1N1CCCCC1,11%,.,26%,.,i,-4%,?,.,-9%
CCOc1ccccc1NS(=O)(=O)c1c(C(=O)OC)sc2cccc(F)c12,?,.,-15%,.,i,-6%,-23%,.,-25%
COc1ccc(Oc2nc3c(c(=O)n(C)c(=O)n3C)n2Cc2ccccc2)cc1,-1.2%,-0.3,2%,i,i,2%,-3%,2%,33%
COc1cccc(-c2nc(CS(=O)(=O)CC(=O)N3CCN(c4ccccn4)CC3)c(C)o2)c1,-0.2%,-1.7,?,i,i,-64%,?,0%,?
COc1cccc(N(CC(=O)NC2CCCC2)C(=O)CCCC(=O)Nc2ccccn2)c1,-0.6%,1.7,-1%,i,i,12%,6%,-4%,7%
CCN(Cc1ccccc1)C(=O)CS(=O)(=O)c1ccccc1,-0.8%,1.7,-9%,i,i,-5%,9%,3%,-1%
COC(=O)c1ccc(CN2CCCC(C(=O)c3cc(F)ccc3OC)C2)cc1 (configuration not stated),4.5%,-2.2,6%,i,i,-33%,-27%,0%,?
Cn1c(SCc2cccnc2)nc2c(c1=O)SCC2,3.7%,-1.0,1%,i,i,19%,3%,2%,2%
COc1ccc(C(CC(=O)N2CCCC(C)C2)c2c(OC)cc(OC)c3ccc(=O)oc23)cc1 (configuration not stated),3.8%,-2.0,?,i,?,8%&-9%,-2%&-12%,0%,-11%&-12%
CCCCCc1ccnc(CC(=O)c2ccc(OC)cc2)c1,-0.1%,-1.0,-14%,i,i,6%,0%,.,-18%
CCCCC1(C)Cc2ccccc2C(=S)N1 (configuration not stated),0.1%,0.5,-14%,i,i,-42%,-15%,-2%,-13%
C=Cc1ccc(CN2C(=O)N(c3ccc(CC)cc3)S(=O)(=O)c3ccccc32)cc1,-0.5%,.,4%,.,i,-8%,?,.,.
Cc1cc(=O)[nH]c2nnc(SCC(=O)Nc3ccc(F)cc3F)n12,0.2%,.,-14%,.,.,10%,13%,.,.
CC(Nc1ccccc1)C(=O)Nc1ccc(F)cc1 (configuration not stated),0.3%,1.3,-6%,i,i,5%,-24%,-2%,1%
NS(=O)(=O)c1ccc(NC(=O)CCCCC(=O)Nc2ccc(S(N)(=O)=O)cc2)cc1,0.2%,-0.2,8%,i,i,0%,6%,-3%,?
CC(=O)N1CCN(c2ccccc2NC(=O)c2ccc3ccccc3c2)CC1,13%,-1.6,-11%,i,?,-23%,-22%,-19%,0%
COc1ccc(N2CCN(C(=O)C3CCN(S(=O)(=O)c4cnc[nH]4)CC3)CC2)cc1,-0.8%,.,8%,.,i,-9%,-8%,.,8%
CC1CCCCC1NC(=O)c1ccco1 (configuration not stated),-1.9%,-1.2,-10%,i,i,-6%,26%,-1%,-9%
COc1ccccc1NC(=O)c1ccccc1C(=O)O,-0.6%,-2.8,16%,i,i,-1%,?,-2%,16%
CC(=C/C(=O)O)/C=C/c1ccco1,?,0.4,0%,i,i,-3%,-5%,-4%,4%
COC(=O)c1ccccc1NC(=O)Cn1c(SC)c(F)cnc1=O,-0.6%,-2.4,?,i,i,-28%,2%,1%,2%
O=C(O)CCC(=O)NNC(=O)CCC(=O)NCc1ccccc1,0.1%,-1.9,-6%,i,i,-3%,2%,0%,.
COc1ccc(Cl)cc1CC1(C)C(=O)Nc2ccc(S(=O)(=O)NC3CCCCC3)cc21 (configuration not stated),0.8%,1.1,.,i,.,-31%,?,.,.

# 5 entries picked at random from those above:
SMILES,Nrf2 activator,CCT chaperon mod,A549 viability,pAkt inh,S2 tox,HepG2 tox,TGFb SMAD3 inh,MmCpn inh,Nrf2 inh
CC(Nc1ccccc1)C(=O)Nc1ccc(F)cc1 (configuration not stated),0.3%,1.3,-6%,i,i,5%,-24%,-2%,1%
N#Cc1nc(/C=C/c2ccc(F)cc2)oc1N1CCCCC1,11%,.,26%,.,i,-4%,?,.,-9%
CCCCC1(C)Cc2ccccc2C(=S)N1 (configuration not stated),0.1%,0.5,-14%,i,i,-42%,-15%,-2%,-13%
CCN(Cc1ccccc1)C(=O)CS(=O)(=O)c1ccccc1,-0.8%,1.7,-9%,i,i,-5%,9%,3%,-1%
COc1ccc(N2CCN(C(=O)C3CCN(S(=O)(=O)c4cnc[nH]4)CC3)CC2)cc1,-0.8%,.,8%,.,i,-9%,-8%,.,8%

# Going on with the list:
SMILES,Nrf2 activator,CCT chaperon mod,A549 viability,pAkt inh,S2 tox,HepG2 tox,TGFb SMAD3 inh,MmCpn inh,Nrf2 inh
O=C(CCC(=O)c1ccc(Cl)s1)Nc1ncccc1O,0.9%,-0.3,-5%,i,i,6%,-9%,-14%,5%
O=C(c1ccc(F)cc1)C1CCN(Cc2cn[nH]c2-c2ccccc2)CC1,-0.3%,-0.6,-2%,i,?,-13%,-2%,-2%,0%
COc1ccc(CN(C)C(=O)c2oc3ccccc3c2CSC)cc1F,0.5%,0.7,2%,i,i,5%,-9%,1%,-8%
CS(=O)(=O)N(CC(=O)NCCSCc1ccccc1)c1ccccc1Br,0.6%,-1.0,-8%,i,i,-12%,-10%,1%,-15%
COC(=O)CN1C(=O)C(O)(CC(=O)c2cccc(Br)c2)c2ccccc21 (configuration not stated),7.2%,-0.2,5%,i,i,-58%,-13%,1%,-13%
Cc1c(Br)cc(C(=O)OC2CCN(C)CC2)c(C)c1C,-0.6%,2.1,-11%,.,i,-41%,-5%,1%,4%
Cc1ccc(-n2c(=O)c3sccc3n(CC(=O)NCC3CCCO3)c2=O)cc1F (configuration not stated),0.0%,2.9,-6%,i,?,-5%,15%,3%,?
CN(C)Cc1nc2ccccc2c(=O)n1CC#N,-0.2%,-2.3,-1%,i,i,-5%,6%,0%,4%
CC(OC(=O)Cn1nnc2ccccc21)C(=O)NC1CCCC1 (configuration not stated),-0.1%,0.7,-8%,i,i,-5%,7%,0%,20%
C[C@H]1CN([C@@H](C)CO)C(=O)Cc2cc(NC(=O)CCC(F)(F)F)ccc2O[C@H]1CN(C)Cc1ccc(-c2ccccc2)cc1,-2.3%,-0.2,-19%,i,.,18µM*,13µM*,1%,?
O=C(COC(=O)c1cnc(Cl)c(Cl)c1)NC1CC1,3.8%,-1.4,-1%,i,?,-1%,1%,-1%,11%
O=C(COc1ccccc1)OCc1csc(Nc2ccccc2)n1,-0.4%,-1.7,1%,i,i,4%,-1%,0%,19%
CCc1c(C(=O)NCCc2ccc(OC)c(OC)c2)[nH]c(C)c1C(C)=O,-0.4%,0.8,10%,i,i,-25%,15%,2%,?
Cc1cc([N+](=O)[O-])nn1Cn1nc([N+](=O)[O-])cc1C,-0.5%,-2.4,8%,i,i,35%,4%,-1%,-23%
O=C(CSc1nc(O)cc(=O)n1-c1ccc(Cl)c(Cl)c1)Nc1ccc(Cl)cc1Cl,0.1%,1.3,0%,i,i,13%,2%,-16%,1%
CCN1C(=O)CC(N2CCN(c3ccc(C(=O)c4ccccc4)cc3)CC2)C1=O (configuration not stated),5.3%,-0.3,1%,i,i,-23%,-23%,.,.
C[C@H](CO)N1C[C@H](C)[C@H](CN(C)C(=O)Cc2ccccc2)OCc2cnnn2CCCC1=O,-0.5%,1.7,.,i,i,1%,12%,.,.
Cc1ccc(C(=O)NCCCNC(=O)c2ccco2)cc1C,0.4%,-0.7,4%,i,i,0%,22%,0%,-10%
CC(C)Cc1nnc(NC(=O)c2ccc3c(=O)n4c(nc3c2)CCC4)s1,1.9%,-3.4,19%,i,i,-34%,0%,-2%,4%
Cc1onc(-c2ccccc2Cl)c1C(=O)OCC(=O)Nc1cccc(S(=O)(=O)N(C)C)c1,2.6%,-1.2,1%,i,i,-19%,-36%,-4%,?
COC(=O)c1ccc(NC(=O)c2ccccc2-c2ccccc2C(=O)O)cc1,-0.9%,3.5,1%,i,i,22%,11%,3%,11%
Cc1cc(C(=O)OCC(=O)NC2CCCC(C)C2C)c(C)o1 (configuration not stated),-0.1%,-0.9,1%,i,?,-17%,-3%,0%,-3%
CCOc1ccc(CN(C(=O)c2cc3ccccc3oc2=O)C2CCS(=O)(=O)C2)cc1 (configuration not stated),3.5%,1.4,-6%,i,i,-9%,-4%,-1%,3%
CCCN(CCC)C(=O)CP(=O)(c1ccccc1)c1ccccc1,-0.1%,-3.6,-1%,i,i,-5%,2%,1%,.
CCCCOc1ccc(CNC(=O)CCCN2C(=O)CSc3c2c(C)nn3-c2ccccc2)cc1,-0.3%,.,-13%,.,?,-23%,?,.,29µM*
CCOC(=O)C(Sc1ncn[nH]1)c1ccccc1 (configuration not stated),-0.2%,-0.9,0%,i,i,-1%,-20%,0%,-8%
CC(C)(C)c1cc(NC(=O)c2ccc(OC3CCCC3)cc2)no1,-0.1%,-0.2,-5%,i,i,1%,14%,0%,7%

# Assay outcomes (PubChem)

# Not a hit list. About 4.4% of those tested had a hit in this group.
